D1 allo mod: D1 dopamine receptor (human) allosteric modulation; HEK293 D1, CRE-luciferase, dopamine EC30 potentiation; actives deviate in either direction; B-score at 10 µM; 58,000 compounds, 5.9% hits;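 active = luminescence count or its row- and column-corrected plate score outside the 99.7% band of the plate's sample wells, on either side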
E coli RNAP: inhibitors of Escherichia coli RNA polymerase; P0A8V2; AID 559; E. coli RNA polymerase, fluorescence transcription assay; inhibition, %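 (tested at 10 µM)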; 62,000 compounds, 0.2% hits; in the data active = inhibition above about 20%;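 note: 0% = enzyme without compound and 100% = no enzyme blank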
Target sequence (P0A8V2 whole entry, looked up): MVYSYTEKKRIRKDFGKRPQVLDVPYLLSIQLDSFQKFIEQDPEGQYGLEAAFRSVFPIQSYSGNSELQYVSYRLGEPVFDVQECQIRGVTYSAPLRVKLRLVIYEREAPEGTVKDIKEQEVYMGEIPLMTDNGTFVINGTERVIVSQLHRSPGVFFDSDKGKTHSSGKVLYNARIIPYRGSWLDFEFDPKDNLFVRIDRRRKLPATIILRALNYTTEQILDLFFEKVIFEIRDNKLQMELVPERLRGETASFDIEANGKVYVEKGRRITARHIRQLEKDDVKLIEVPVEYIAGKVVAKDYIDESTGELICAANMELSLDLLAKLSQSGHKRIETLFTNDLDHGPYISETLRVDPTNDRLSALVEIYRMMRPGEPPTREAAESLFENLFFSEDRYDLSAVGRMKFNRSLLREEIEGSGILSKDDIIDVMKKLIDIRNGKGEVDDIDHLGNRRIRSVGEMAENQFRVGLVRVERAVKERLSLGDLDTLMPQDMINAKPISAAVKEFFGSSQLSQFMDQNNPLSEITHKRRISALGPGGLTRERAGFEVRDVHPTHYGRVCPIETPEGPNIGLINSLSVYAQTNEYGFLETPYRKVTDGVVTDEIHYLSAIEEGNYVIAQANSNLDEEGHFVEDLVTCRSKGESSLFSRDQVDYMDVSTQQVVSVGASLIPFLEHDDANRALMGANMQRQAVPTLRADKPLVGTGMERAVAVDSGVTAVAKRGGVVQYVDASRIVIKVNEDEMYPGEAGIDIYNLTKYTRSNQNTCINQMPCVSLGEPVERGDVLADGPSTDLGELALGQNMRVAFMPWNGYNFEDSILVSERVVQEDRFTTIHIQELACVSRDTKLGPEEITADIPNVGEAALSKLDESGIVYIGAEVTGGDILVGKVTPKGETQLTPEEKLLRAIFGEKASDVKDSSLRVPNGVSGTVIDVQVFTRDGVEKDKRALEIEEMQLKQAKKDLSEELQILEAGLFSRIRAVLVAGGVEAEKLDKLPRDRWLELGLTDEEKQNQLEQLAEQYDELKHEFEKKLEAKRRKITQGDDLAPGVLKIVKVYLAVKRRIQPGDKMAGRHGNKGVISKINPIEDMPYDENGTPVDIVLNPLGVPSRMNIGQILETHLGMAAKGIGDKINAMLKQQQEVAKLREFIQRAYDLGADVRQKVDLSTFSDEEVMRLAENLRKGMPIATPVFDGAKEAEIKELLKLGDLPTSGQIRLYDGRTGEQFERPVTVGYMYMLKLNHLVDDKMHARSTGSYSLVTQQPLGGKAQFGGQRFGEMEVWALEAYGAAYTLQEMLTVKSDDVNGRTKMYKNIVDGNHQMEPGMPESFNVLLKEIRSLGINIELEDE
M1 agonist: agonists of M1 muscarinic receptor | AID 626 | 64,000 compounds, 3% hits | B-score at 10 µM | CHO-M1 cells, Fluo-4 calcium fluorescence, agonist mode; stronger effect = higher value;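 active = fluorescence rise, raw or as B-score row- and column-corrected plate score, outside the 99.7% band of its plate's samples, either direction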
5HT1a ag: 5-HT1a (human) receptor agonism | 65,000 compounds, 0.56% hits | activation, % at 10 µM | AID 567 | CHO 5-HT1a Ga15 NFAT-bla reporter, FRET ratio; 0% basal, 100% maximal reference agonist;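 active = activation above the screen-wide mean activation plus 3 SD, cut at about 19% in these data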;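 note: 0% = DMSO wells and 100% = 5-CT at EC100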
HER2 expr 66K: inhibitors of human Her2 kinase expression. P04626. HER2 level % of control, % at 10 µM. 65,000 compounds, 0.69% hits. AID 645. SKBR-3 HER2 protein level, AlphaScreen, 18-24 h; stronger effect = lower value;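 active = HER2 level under 5% of the carrier-only control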;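 note: 100% = DMSO carrier and 0% = 500 nM PU-H71 HSP90 inhibitor; lower value means stronger loss of Her2 protein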
M1 antagonist: M1 muscarinic receptor (rat) antagonism. P08482. CHO-M1 cells, Fluo-4 calcium, ACh EC80 antagonist mode; stronger effect = lower value. B-score at 10 µM. 64,000 compounds, 3.4% hits. AID 628;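 active = calcium fluorescence response, raw or row-and-column corrected B-score, differing from the plate sample mean either way at a set confidence level, mostly lower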
NADH enzymes: inhibitors of enzymes used to reach an NAD/NADH endpoint; coupled PK/LDH NADH assays, four targets; 65,000 compounds, 0.02% hits; IC50, µM (titrated, usually from 10 µM), for the others: at the highest dose inhibition;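 active = single-dose screening hits from any of four coupled enzyme assays that gave an IC50 when retested across doses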;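 note: the DPM-DC format reads NADH fluorescence rather than 340 nm absorbance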
Fluor 339 460: intrinsic fluorescence of library compounds, ex339/em460 – biochemical, MLSMR library, data from DPM-DC assay, artefact control, profiling panel; compound autofluorescence, ex339/em460 nm, NADH buffer; stronger effect = higher value; 1 = no-compound wells, NADH background; fluorescence fold increase at 10 µM; 65,000 compounds, 5.5% hits;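 active = at 10 µM, mean starting fluorescence two-fold or more over control wells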;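 note: signal is the first read of a kinetic run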
Hsp90 inh: displaces geldanamycin probe from tumor Hsp90; 64,000 compounds, 0.35% hits; AID 429; inhibition, % at 30 µM; NCI-N417 lysate Hsp90, Cy3B-geldanamycin FP displacement; P07900;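 active = inhibition above 50%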;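 note: 0% = tracer plus lysate wells and 100% = tracer alone without lysate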
* marks the source's active call; other numbers are inactive results; . = not tested or not shown; [ ] = dose if it differs, or a comment.

The opening two records (preview)
SMILES	D1 allo mod	E coli RNAP	M1 agonist	5HT1a ag	HER2 expr 66K	M1 antagonist	NADH enzymes	Fluor 339 460	Hsp90 inh
Cn1c(=O)c2c(SCC(=O)N3CCCc4ccccc43)nc(C3CC3)nc2n(C)c1=O	-0.77	5	3.8*	0.6	85	-2.6*	2%	1.1	-2
CC(SC1CCCC1)C(=O)NC(C)(C#N)C(C)C (centres undefined)	-2.1*	0	-0.17	-0.7	98	0.018	6%	1	-3

The whole of this part, repeating the preview:
SMILES	D1 allo mod	E coli RNAP	M1 agonist	5HT1a ag	HER2 expr 66K	M1 antagonist	NADH enzymes	Fluor 339 460	Hsp90 inh
Cn1c(=O)c2c(SCC(=O)N3CCCc4ccccc43)nc(C3CC3)nc2n(C)c1=O	-0.77	5	3.8*	0.6	85	-2.6*	2%	1.1	-2
CC(SC1CCCC1)C(=O)NC(C)(C#N)C(C)C (centres undefined)	-2.1*	0	-0.17	-0.7	98	0.018	6%	1	-3
O=C1CCC(C(=O)Nc2cccc3ccccc23)N1 (centres undefined)	-0.11	5	0.17	-2.1	100	-0.71	3%	1.1	-4
CN(C)S(=O)(=O)c1ccc(/C(O)=C2/C(=O)C(=O)N(CCN3CCCCC3)C2c2cccnc2)cc1 (centres undefined)	-0.035	-13	0.047	-1.8	86	-0.44	2%	1	-2
CCC(=O)Nc1ccc(Cl)c(NC(=O)C(C)C)c1	-0.055	4	-0.15	-1.2	106	-0.12	2%	1	1
Cc1cccc(NC(=O)Cn2c(=O)n(Cc3ccco3)c(=N)c3c4c(sc32)COC(C)(C)C4)c1	8.9*	9	0.22	-0.5	90	1.4	5%	1.2	-4
O=C(c1cnn2c(C(F)F)cc(-c3ccccc3)nc12)N1CCN2CCCC2C1 (centres undefined)	.	8	-0.00064	0.5	70	0.17	7%	1.4	-5
COCCCNC(=O)c1cc2c(s1)CS(=O)(=O)C2	0.19	3	0.13	1.2	101	-0.45	4%	1.1	-1
CCOC(=O)C(C)n1ncn2cccc2c1=O (centres undefined)	.	3	.	-4.1	111	.	8%	1.1	0
CC(=O)c1c(C)[nH]c(C(=O)NCc2ccccc2Cl)c1C	-0.3	-3	-0.47	-2.2	86	0.23	6%	1.1	-5
COc1ccc(OC)c(C(C)NC(C)=O)c1 (centres undefined)	0.22	3	0.87	-3.7	105	0.29	1%	1.1	0
CCOC(=O)N1CCN(S(=O)(=O)c2ccc3c(c2)SC(C)C(=O)N3)CC1 (centres undefined)	-1.3	0	-1.7	19	77	-0.47	6%	1.1	0
CC(=O)Nc1cccc(-c2cnc3ccccc3n2)c1	0.04	-1	-0.052	-2.2	71	-0.76	8%	1.1	1
Cc1ccc2cc(CNC(C)(C)C)c(=O)[nH]c2c1	.	-5	-0.47	-0.1	52	0.74	3%	1.4	-2
Clc1ccccc1OCCCCN1CCCC1	-1.5	3	-0.89	-0.6	86	-1.7*	16%	1.1	-1
COc1ccc(OC)c(C(c2nnnn2Cc2ccccc2)N2CCC(C(N)=O)CC2)c1 (centres undefined)	-0.25	7	0.3	-2.1	87	-0.55	6%	1.1	-1
O=C(CSc1nc2ccccc2c(=O)[nH]1)N1CCCCCC1	-0.05	-1	0.17	-1.2	113	-0.23	3%	1.1	-2
C=CCOc1ccc(C(=O)N(Cc2ccc(N(C)C)cc2)C2CCS(=O)(=O)C2)cc1 (centres undefined)	0.87	1	1.1	-1.6	92	0.5	4%	1.1	-12
Cc1cc(C)nc(N2CCCC(C(=O)NCCc3ccccc3F)C2)n1 (centres undefined)	-0.46	-3	0.81	-1.5	114	0.14	6%	1.4	-1
CCOC(=O)c1nnsc1NC(C)=O	0.5	0	0.092	-5.7	84	1.3	2%	1.1	-6

6 of the entries above in order of the M1 antagonist value, ascending:
structure,M1 antagonist
CC(=O)Nc1cccc(-c2cnc3ccccc3n2)c1,-0.76
O=C(CSc1nc2ccccc2c(=O)[nH]1)N1CCCCCC1,-0.23
CC(SC1CCCC1)C(=O)NC(C)(C#N)C(C)C (centres undefined),0.018
O=C(c1cnn2c(C(F)F)cc(-c3ccccc3)nc12)N1CCN2CCCC2C1 (centres undefined),0.17
COc1ccc(OC)c(C(C)NC(C)=O)c1 (centres undefined),0.29
Cc1cccc(NC(=O)Cn2c(=O)n(Cc3ccco3)c(=N)c3c4c(sc32)COC(C)(C)C4)c1,1.4

Other structures follow:
SMILES	D1 allo mod	E coli RNAP	M1 agonist	5HT1a ag	HER2 expr 66K	M1 antagonist	NADH enzymes	Fluor 339 460	Hsp90 inh
COc1ccc(N(CC(=O)N2CCCCC2)S(=O)(=O)c2ccccc2)c(OC)c1	-0.42	8	-0.75	-2.2	90	-0.12	2%	1	1
COC(=O)CCCCCNc1ccc(C(=O)OC)cc1N	0.79	11	0.088	2.7	116	0.026	11%	1.2	2
C/C(=C(\C#N)C(=O)NCCCN1CCOCC1)N(C)C	-0.28	2	0.12	-0.3	97	0.87	3%	1	0
CCc1c(C)nc2ncnn2c1N1CCC(C(=O)Nc2cccc(C(C)=O)c2)CC1	2.2	6	1.2	-0.8	112	0.5	7%	1.1	-4
c1ccc(-c2nc3ccccc3c3nncn23)cc1	7.2*	8	-0.22	0.1	95	0.71	2%	1	-2
O=C(NC1(C(F)(F)F)C(=O)Nc2c1c(=O)[nH]c(=O)n2Cc1ccco1)C1CC1 (centres undefined)	.	5	-0.049	-0.9	111	1.7	1%	1.1	-1
Cc1noc(NS(=O)(=O)c2ccc(NC(=O)c3ccoc3C)cc2)c1C	-0.44	1	-0.27	-0.2	125	0.14	6%	1.1	-7
COc1ccc(/C(O)=C2/C(=O)C(=O)N(c3ncccn3)C2c2ccc(OC)c(OC)c2)cc1 (centres undefined)	.	13	-0.99	-1.5	95	0.37	2%	1	-2
O=C(COc1ccc(F)cc1)OCCN1CCOCC1	.	10	0.5	0.1	76	0.46	6%	1	2
Cc1cccc(-n2c(CNC(=O)COc3ccccc3)nnc2SCC(=O)Nc2nccs2)c1	-0.62	6	-0.39	1.0	77	0.019	3%	1.1	1
Cc1oc(C(C)(C)C)cc1C(=O)Nc1ccc2c(c1)OCCO2	.	10	0.38	0.1	75	-0.84	8%	1.1	-2
N#CCSc1nnc(Cc2cccs2)n1C1CCCCC1	0.13	7	0.31	-1.2	93	1.1	6%	1.1	-12
O=c1c2ccccc2nc(SCc2nnc(-c3ccccc3Br)o2)n1-c1ccccc1	0.76	2	0.23	-1.7	63	-0.5	2%	1	-8
COc1cccc(C2CC(c3ccc(F)cc3)Nc3nc(N)nn32)c1 (centres undefined)	0.59	-7	-0.11	2.1	114	1.1	2%	0.97	0
Cc1c(C(=O)O)sc(=S)n1-c1ccccc1	.	7	-0.41	-1.4	76	0.59	1%	1	-2
CC1CN(CC(=O)N2CCc3[nH]c4ccccc4c3C2)CC(C)O1 (centres undefined)	0.1	2	-1	-1.9	107	0.78	12%	1.2	-4
COc1cc(CC(=O)Nc2ccc(S(=O)(=O)Nc3ncccn3)cc2)cc(OC)c1OC	-0.24	5	-1	-3.2	125	0.58	8%	1.1	-7
CCC(c1nnnn1Cc1ccco1)N(Cc1cc2cc(C)cc(C)c2[nH]c1=O)CC1CCCO1 (centres undefined)	0.24	-2	-0.56	-3.6	9	0.13	4%	1.4	-6
CC(C)n1c2ccccc2c2nc3ccccc3nc21	2.4	-1	0.1	5.2	89	0.079	5%	2.7*	-2
CCN(C(=O)c1coc(=O)c(Br)c1)c1ccc2c(c1)OCO2	1.3	-5	0.14	-0.9	85	-1	7%[fluoresces]	3.4*	-15

Single records, as listed above. Order of values: D1 allo mod | E coli RNAP | M1 agonist | 5HT1a ag | HER2 expr 66K | M1 antagonist | NADH enzymes | Fluor 339 460 | Hsp90 inh
CC(C)n1c2ccccc2c2nc3ccccc3nc21 as listed: 2.4 | -1 | 0.1 | 5.2 | 89 | 0.079 | 5% | 2.7* | -2
CCN(C(=O)c1coc(=O)c(Br)c1)c1ccc2c(c1)OCO2 as listed: 1.3 | -5 | 0.14 | -0.9 | 85 | -1 | 7%[fluoresces] | 3.4* | -15

Next structures follow:
SMILES	D1 allo mod	E coli RNAP	M1 agonist	5HT1a ag	HER2 expr 66K	M1 antagonist	NADH enzymes	Fluor 339 460	Hsp90 inh
Oc1ccc(C=Nc2ccc(N3CCOCC3)cc2)c(O)c1	-0.79	.	-0.47	0.5	91	1.4	3%	0.99	13
CCC(Sc1nc2cc3c(cc2c(=O)n1Cc1ccco1)OCO3)C(=O)Nc1ccccc1OC (centres undefined)	0.55	6	-0.52	-0.8	20	0.23	9%	1.1	-2
O=C(Cn1c(C(=O)N2CCN(C3CCCCC3)CC2)cc2sccc21)c1ccccc1	-0.48	.	0.36	-1.2	86	-1	2%	1.1	-4
O=C(CCNS(=O)(=O)c1cccc2nsnc12)NCCc1ccccc1	-0.48	0	3.2e-05	-0.2	89	0.081	3%	1.1	.
CS(=O)(=O)Nc1ccccc1C(=O)N1CCOCC1	2.1	6	-0.53	-1.2	117	0.23	8%	1.1	-5
COc1cc(C2Nc3ccc4ncccc4c3C3=C2C(=O)CCC3)ccc1O (centres undefined)	0.65	-6	-0.034	-2.2	78	0.7	12%	1.2	2
Cn1c(O)c(C=NC(CC(N)=O)C(=O)O)c(=O)n(C)c1=O (centres undefined)	0.1	0	-0.25	-4.5	106	-0.88	8%	1.2	0
CC(=O)Nc1cccc(NC(=O)c2ccco2)c1	-0.61	-1	0.54	0.6	72	0.56	5%	1.1	1
COc1cc(C(=O)Nc2cc(C)c(OCC(=O)N3CCOCC3)c(C)c2)cc(OC)c1OC	0.66	6	1.1	-4.5	107	0.091	2%	1.1	-2
COc1cc2[nH]c(=O)n(CCCC(=O)NCCc3ccccc3)c(=O)c2cc1OC	0.86	6	0.011	-0.2	115	-0.83	13%	1.4	.
COc1ccc(-c2nc3n(c(=O)c2C#N)CCCS3)cc1	0.5	-5	-0.12	-0.1	122	0.21	8%	2*	-4
CCOC(=O)C1CCCN(c2c(NCCCN(C)c3ccccc3)c(=O)c2=O)C1 (centres undefined)	0.083	3	-0.035	2.1	88	0.12	2%	1	1
CN1CCN(c2nc(NCCOC34CC5CC(CC(C5)C3)C4)nc(OCC(F)(F)F)n2)CC1	-0.3	-5	-1.1	-3.5	60	-6.2*	6%	1.1	-3
CC(C)c1cc(C(=O)Nc2cccc(Cl)c2)no1	-2.5	0	-0.38	-2.3	90	-0.24	6%	1.1	-1
CCn1c(CNc2ccc(F)cc2)nnc1SCCN1CCCCC1	-0.47	8	0.48	-0.3	90	-3.3*	8%	1	0
COCCNC(=O)C(c1cccs1)N(C(=O)Cn1nnc2ccccc21)c1cccc(C(C)=O)c1 (centres undefined)	-0.44	2	-0.036	-0.5	92	0.48	3%	1.1	-3
CC(=O)C(C)Oc1ccc2c3c(c(=O)oc2c1C)CCCC3 (centres undefined)	3.2*	2	-0.77	1.9	82	-0.23	10%[fluoresces]	3.8*	-4
Cc1ccc2c(c1)N(CC(=O)N1CCN(c3nc4ccccc4s3)CC1)C(=O)C(C)O2 (centres undefined)	1.2	4	-0.008	1.6	85	-0.049	6%	1.1	0
O=C(O)C1C2C=CC(C2)C1C(=O)NCc1ccoc1 (centres undefined)	.	6	0.079	0.6	76	-0.17	8%	1	-3
CN1CCN(S(=O)(=O)c2ccc(-c3ccccc3)cc2)CC1	-2.2	15	0	-4.7	113	0.43	4%	1.1	-2
CC1CN(Cc2nc3c(c(=O)n(C)c(=O)n3C)n2Cc2ccc(Cl)cc2)CC(C)O1 (centres undefined)	0.74	12	-0.4	0.5	107	-0.6	4%	1.1	-1
COc1cccc(NC(=O)c2oc3ccccc3c2NC(=O)c2ccc3c(c2)OCO3)c1	0.84	4	-0.31	-2.6	49	0.17	1%	2.6*	0

Source: PubChem
